M1 antag: blocks human M1 muscarinic receptor; AID 588852; inhibition, % at 3 µM; 360,000 compounds, 1.3% hits; CHO-K1 hM1, Fluo-8 calcium fluorescence, ACh EC80 antagonist; P11229;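 active means percent inhibition above its own plate's cutoff, namely the mean of that plate's compound wells plus 3 SD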;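 further: peak over basal fluorescence ratio during 140 s after agonist addition; 0% = ACh EC80 plus DMSO and 100% = DMSO alone without agonist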
Target sequence (P11229 whole entry, looked up): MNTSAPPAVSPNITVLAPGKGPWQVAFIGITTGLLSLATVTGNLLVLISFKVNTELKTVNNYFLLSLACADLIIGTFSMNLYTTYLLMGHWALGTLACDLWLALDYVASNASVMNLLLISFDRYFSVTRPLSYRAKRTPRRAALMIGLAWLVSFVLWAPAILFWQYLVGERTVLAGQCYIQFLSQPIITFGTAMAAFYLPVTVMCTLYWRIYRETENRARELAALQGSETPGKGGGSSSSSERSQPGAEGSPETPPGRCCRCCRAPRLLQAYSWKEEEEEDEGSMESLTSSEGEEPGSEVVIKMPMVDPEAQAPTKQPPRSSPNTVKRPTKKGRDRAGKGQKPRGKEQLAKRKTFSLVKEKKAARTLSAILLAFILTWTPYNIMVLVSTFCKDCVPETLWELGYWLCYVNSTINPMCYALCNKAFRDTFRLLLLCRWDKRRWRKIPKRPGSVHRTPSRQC
CHRM4 antagonist: CHRM4 antagonism in calcium assay. inhibition, % at 3 µM. AID 624125. 360,000 compounds, 0.73% hits. CHO-hM4 cells, ACh EC80, Fluo-8 calcium fluorescence;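 active means inhibition above its plate's cutoff, the mean inhibition of sample wells plus 3 SD, cut at about 27% in these data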;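 further: 0% = acetylcholine EC80 with DMSO and 100% = DMSO without agonist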
Target sequence (P08173 whole entry, looked up): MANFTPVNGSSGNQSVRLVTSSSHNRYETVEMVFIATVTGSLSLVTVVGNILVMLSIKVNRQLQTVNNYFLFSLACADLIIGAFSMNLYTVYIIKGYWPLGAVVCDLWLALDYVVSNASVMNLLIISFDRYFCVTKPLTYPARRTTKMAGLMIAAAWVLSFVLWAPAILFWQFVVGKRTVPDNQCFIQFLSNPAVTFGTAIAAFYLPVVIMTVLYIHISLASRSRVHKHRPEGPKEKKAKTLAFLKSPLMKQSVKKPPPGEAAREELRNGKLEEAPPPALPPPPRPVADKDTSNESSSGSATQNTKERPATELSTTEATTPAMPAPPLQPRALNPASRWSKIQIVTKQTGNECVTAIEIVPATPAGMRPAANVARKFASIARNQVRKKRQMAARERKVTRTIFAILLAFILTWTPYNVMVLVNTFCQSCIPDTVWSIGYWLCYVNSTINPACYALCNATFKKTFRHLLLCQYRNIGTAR
CHRM1 PAM: human CHRM1 positive allosteric modulation. AID 588819. activation, % at 3 µM. P11229. CHO-K1 hM1, Fluo-8 calcium fluorescence, ACh EC20; 0% = ACh EC20, 100% = maximal ACh. 360,000 compounds, 0.088% hits; in the data active means activation above about 19%, passing the limit was not always enough
CHRM4 PAM: potentiates acetylcholine response at human M4 receptor. P08173. CHO-K1 hM4/Gqi5, Fluo-8 calcium fluorescence, ACh EC20; 0% = ACh EC20, 100% = maximal ACh. activation, % at 3 µM. 360,000 compounds, 0.4% hits;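 active means activation above its plate's cutoff, the mean activation of sample wells plus 3 SD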; further: some results filed as inactive read as strong as hits
CHRM4 agonist: agonists of human muscarinic M4 receptor (CHRM4). AID 624127. P08173. CHO-K1 hM4/Gqi5, Fluo-8 calcium fluorescence; vehicle 0%, full acetylcholine response 100%. 360,000 compounds, 0.14% hits. activation, % at 3 µM;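 active means activation above the run mean over all test wells plus 3 SD, cut at about 32% in these data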;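 further: peak over basal fluorescence ratio per well then scaled between controls; 0% = DMSO wells and 100% = acetylcholine at EC100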
CRFBP-R2 agonist: CRF-BP/CRF-R2 complex agonism; HEK293 CRF-R2/CRF-BP, calcium dye fluorescence (FLIPR); percent of saturating CRF peptide response; activation, % at 13.2 µM; 350,000 compounds, 0.46% hits; AID 588473;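 active means activation of at least 50%, plus an integration ratio under a set limit after plate pattern correction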;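 further: plate controls were neutral control wells without compound for no effect and CRF at EC100 for full effect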
M5 antag: antagonists of human muscarinic M5 receptor (CHRM5) | 360,000 compounds, 0.59% hits | AID 624040 | inhibition, % at 3 µM | CHO-hM5 cells, Fluo-8 calcium fluorescence, ACh EC80;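 active means inhibition above a per-plate cutoff, the mean of that plate's test compounds plus 3 SD, cut at about 27% in these data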;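 further: 0% = acetylcholine EC80 with DMSO and 100% = DMSO without agonist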
M5 ag: CHRM5 agonism in calcium assay; CHO-K1 hM5 cells, Fluo-8 calcium fluorescence; 0% DMSO wells, 100% maximal acetylcholine response; activation, % at 3 µM; 360,000 compounds, 0.19% hits;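 active means activation above the run's mean over test compounds plus 3 SD, cut at about 23% in these data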;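 further: signal is peak over basal fluorescence ratio across the kinetic read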
M5 PAM: positive allosteric modulators of human muscarinic M5 receptor. CHO-K1 hM5, Fluo-8 calcium, ACh EC20 PAM; 0% = ACh EC20, 100% = ACh EC100. 360,000 compounds, 0.3% hits. AID 624038. activation, % at 3 µM;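 active means activation above the run cutoff, the mean activation of all test compounds plus 3 SD, cut at about 18% in these data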
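system = human M5 receptor in CHO-K1 cells | reagent = EC20 acetylcholine as agonist stimulus | compound dosing = single-point, 3 µM nominal | incubation = Fluo-8 loading 80 min at 37 °C plus 30 min room temperature | detection = Fluo-8 calcium dye fluorescence, kinetic read | benchmarks = low control EC20 acetylcholine (0%), high control EC100 acetylcholine (100%)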
An asterisk follows results filed as active; x = not tested or not shown; & = joins results of further samples; ! = not confirmed by another sample.

SMILES	M1 antag	CHRM4 antagonist	CHRM1 PAM	CHRM4 PAM	CHRM4 agonist	CRFBP-R2 agonist	M5 antag	M5 ag	M5 PAM
CCCCCCCc1c(C)nc(N2CCOCC2)[nH]c1=O	-6	11	2	-5	0	1.2	-13	3	5
O=Cc1c(N2CCCCCC2)nc2ccccn2c1=O	-10	9	9	-2	0	0.3	2	-5	3
CN1C(=O)/C(=C\c2ccccc2F)Sc2ccc(C(=O)NC3CCN(Cc4ccccc4)CC3)cc21	13	8	-5	-7	9	1.2	4	1	-8
O=c1[nH]c(Cc2cccc(C(F)(F)F)c2)nc2ccccc12	-1	-2	4	-1	0	0.4	7	-5	-6
CC(C)CCNC1c2ccccc2C(=O)N1Cc1ccccc1 (stereo unspecified)	-19	1	12	-3	-1	0.0	8	-3	1
Cc1csc(SC(C)C(=O)Nc2ccc(F)cc2Cl)n1 (stereo unspecified)	-8	3	1	7	-1	0.7	1	-8	11
Clc1cccc(/C=N/Nc2nnc(Cl)c3ccccc23)c1	-23	-22	2	7	0	0.7	-5	-1	2
COc1ccc(CNC(=O)COC(=O)c2[nH]c(C)c(C(C)=O)c2C)cc1OC	6	-3	0	3	1	0.9	11	3	2
COC(=O)/C=C(\C)NC(=O)c1ccccc1Cl	-3	-1	11	-4	-1	0.8	-4	2	-4
Cc1cc(-n2c(SCC(=O)Nc3ccc(Br)cc3)nc3n[nH]c(C)c3c2=N)ccc1Cl	-1	0	2	2	0	1.5	-9	-1	1
COc1ccc(C)cc1-n1nnnc1SCc1nc(N)nc(N(C)C)n1	-7	3	-6	-2	5	x	5	4	-2
CCc1cccc(C)c1NC(=O)C1CCN(C(=O)c2ccc([N+](=O)[O-])cc2)CC1	-2	-5	8	2	3	-0.6	-7	3	1
Cc1ccc2[nH]c(=O)c(CN(Cc3nnnn3C3CCCC3)C3CCCCC3)cc2c1	-7	14	3	29	1	-0.5	-8	-1	13
O=C(CN(CCc1ccccc1)C(=O)Cn1nnc(-c2cccs2)n1)NCc1ccco1	-7	-15	5	-2	4	-0.7	-5	2	-2
CCc1ccc2c(c1)NC(=O)C2(C)Cc1ccc(F)cc1 (stereo unspecified)	-15	-20	1	3	-1	x	-3	-1	-5
Cc1cc(NC(=O)CSC2=NS(=O)(=O)c3cc(Cl)ccc3N2)no1	-4	-1	7	3	1	-1.0	1	3	3
CCOC(=O)CN1C(=O)C(CC)Oc2ccccc21 (stereo unspecified)	10	5	-4	-7	-1	0.5	2	-1	0
O=C(C1CC=CCC1)N1CCC(CO)(Cc2ccc(Cl)cc2)CC1 (stereo unspecified)	-5	3	12	-6	4	-0.7	-2	3	2
O=C(O)CC1(CC(=O)Nc2ccc(F)cc2F)CCCCC1	-14	2	13	-4	0	-2.1	-1	3	19*
CNC(=O)c1ccc2cc(OC)c(OC)cc2c1	-6	-9	8	2	1	-1.9	1	1	1
CCOC(=O)c1cnn(-c2cc(C(C)(C)C)nc3c(-c4ccccc4)c(C)nn23)c1N	-2	11	1	-3	1	0.8	2	0	-3
O=C(CN1C(=O)CSc2ccc(S(=O)(=O)N3CCCCC3)cc21)NCc1ccccc1Cl	4	-4	-2	-5	2	-0.5	16	-9	-6
CCCCNC(=O)C1(C)CCN1C(=O)c1ccc2sccc2c1 (stereo unspecified)	-6	-5	3	2	1	x	0	-1	0
Cc1cc(C)cc(OCC(=O)N2Cc3ccccc3CC2C(=O)O)c1 (stereo unspecified)	-6	-12	2	12	0	-1.1	-19	-4	1
Cc1ccc(NC(=O)Nc2ccno2)cc1	-18	-8	12	-4	2	-1.4	-4	4	-4

7 of these compounds, set out differently:
SMILES | M1 antag | CHRM4 antagonist | CHRM1 PAM | CHRM4 PAM | CHRM4 agonist | CRFBP-R2 agonist | M5 antag | M5 ag | M5 PAM
O=C(O)CC1(CC(=O)Nc2ccc(F)cc2F)CCCCC1 | -14 | 2 | 13 | -4 | 0 | -2.1 | -1 | 3 | 19*
CCOC(=O)c1cnn(-c2cc(C(C)(C)C)nc3c(-c4ccccc4)c(C)nn23)c1N | -2 | 11 | 1 | -3 | 1 | 0.8 | 2 | 0 | -3
CCCCCCCc1c(C)nc(N2CCOCC2)[nH]c1=O | -6 | 11 | 2 | -5 | 0 | 1.2 | -13 | 3 | 5
Cc1cc(C)cc(OCC(=O)N2Cc3ccccc3CC2C(=O)O)c1 (stereo unspecified) | -6 | -12 | 2 | 12 | 0 | -1.1 | -19 | -4 | 1
O=C(CN1C(=O)CSc2ccc(S(=O)(=O)N3CCCCC3)cc21)NCc1ccccc1Cl | 4 | -4 | -2 | -5 | 2 | -0.5 | 16 | -9 | -6
Cc1ccc(NC(=O)Nc2ccno2)cc1 | -18 | -8 | 12 | -4 | 2 | -1.4 | -4 | 4 | -4
O=C(C1CC=CCC1)N1CCC(CO)(Cc2ccc(Cl)cc2)CC1 (stereo unspecified) | -5 | 3 | 12 | -6 | 4 | -0.7 | -2 | 3 | 2

Quoted at random: three records from the list, in no set order.
SMILES	M1 antag	CHRM4 antagonist	CHRM1 PAM	CHRM4 PAM	CHRM4 agonist	CRFBP-R2 agonist	M5 antag	M5 ag	M5 PAM
CCCCNC(=O)C1(C)CCN1C(=O)c1ccc2sccc2c1 (stereo unspecified)	-6	-5	3	2	1	x	0	-1	0
COc1ccc(CNC(=O)COC(=O)c2[nH]c(C)c(C(C)=O)c2C)cc1OC	6	-3	0	3	1	0.9	11	3	2
Cc1cc(-n2c(SCC(=O)Nc3ccc(Br)cc3)nc3n[nH]c(C)c3c2=N)ccc1Cl	-1	0	2	2	0	1.5	-9	-1	1

(list continues)
SMILES	M1 antag	CHRM4 antagonist	CHRM1 PAM	CHRM4 PAM	CHRM4 agonist	CRFBP-R2 agonist	M5 antag	M5 ag	M5 PAM
Fc1cnc(N2CCOCC2)nc1NCc1ccccc1	5	4	1	-6	0	5.5	17	-6	-4
CC(C)c1ccc(NC2CCCN(C(=O)c3ccc(Cn4cnnn4)cc3)C2)cc1 (stereo unspecified)	5	-2	-2	-3	3	2.5	4	-1	-5
CCCN(C(=O)c1cccs1)c1c(N)n(Cc2ccccc2)c(=O)[nH]c1=O	-11	-2	6	3	1	1.2	0	3	11
C=CCn1c(SCC(=O)NCC)nc2sc3c(c2c1=O)CCC3	-2	9	5	-2	0	1.7	5	-4	-1
CC(C)C(=O)N1CCN(CCN=CC2=C(O)CC(c3ccco3)CC2=O)CC1 (stereo unspecified)	-9&-12	-10&-2	7&8	11&16	1&0	6.2&-2.3	8&-11	2&3	19*!
Cc1ccc(NC(=O)NCCN2C(=O)C3C4C=CC(C4)C3C2=O)cc1 (stereo unspecified)	-10	-7	7	4	1	2.5	-1	3	-1
Cn1cc(S(=O)(=O)N2CCOCC2)cc1C(=O)NCCc1ccccc1	0	1	-7	-2	11	-1.2	7	3	-11
O=C(CSc1nc2ccccc2o1)N1c2ccccc2Sc2ccc(Cl)cc21	-4	-3	0	-2	1	-0.3	-5	-1	-5
COC(=O)c1ccccc1NC(=O)N1CCN(Cc2ccco2)CC1	-3	-11	-4	4	2	0.2	4	1	-6
COCCn1nnnc1CN1CCC(Cc2ccccc2)CC1	5	3	-2	-8	4	0.1	4	-1	-14
COc1cccc(OC)c1C(=O)Nc1ccc(C(=O)c2ccncc2)cc1	-11	-5	3	7	1	-0.6	5	3	-8
COc1ccccc1N1CCN(C(=O)c2cccc(N3C(=O)NC4CC3(C)Oc3c(OC)cccc34)c2)CC1 (stereo unspecified)	-15	-6	7	0	3	0.0	2	-5	-3
CC1CCCN(S(=O)(=O)c2ccc(NC(=O)C3CCN(C(=O)C(C)(C)C)CC3)cc2)C1 (stereo unspecified)	-3	4	4	-5	4	2.1	4	2	4
Cc1noc(C)c1COc1cccc(C(=O)OCCOc2ccc(F)cc2)c1	18	1	-8	-10	4	2.5	12	-2	-8
CC(C)(CNC(=O)Cc1ccc(Br)cc1)N1CCOCC1	-11	-14	17	0	1	1.0	4	-6	2
COc1ccc(/C(N)=N/OC(=O)c2ccco2)cc1OC	0	0	4	6	2	-1.2	8	-1	-3
Cc1ccnc(NS(=O)(=O)c2ccc(NC(=O)C3CC=CCC3C(=O)O)cc2)n1 (stereo unspecified)	-4	-6	-5	11	2	-1.5	-1	-1	-3
Cc1ccc(Cn2ccc(NC(=O)c3cc(CC(C)C)on3)n2)cc1	-10	-13	2	4	0	-1.1	-3	-1	-1
CCNC(=O)CSc1nc2ccccc2c(=O)n1OC	-9	-1	8	0	0	1.9	-6	0	3
CC(C)(C)NC(=O)C1CN(S(=O)(=O)c2ccccc2)CCN1S(=O)(=O)c1ccccc1 (stereo unspecified)	-1	-12	8	2	1	-1.3	1	-1	-4
COc1ccc(-c2cnc3c(c2)C(=O)N([C@H](C)CO)C[C@H](C)[C@H](CN(C)C(=O)Cc2cccnc2)O3)cc1	-12	-5	13	-6	0	1.1	-2	-1	0
O=C(CSc1nnc(-c2ccco2)n1-c1ccccc1)NCc1ccco1	-7	1	7	7	0	-3.0	1	-2	4
CC(CC(=O)N1CCN(C(=O)c2ccccc2)CC1)c1ccccc1 (stereo unspecified)	-17	-22	18	-1	0	-0.8	16	-2	-5

Assay outcomes as filed in PubChem BioAssay.
